# Screens as filed in PubChem.
# LYPLA1 counter: LYPLA1 inhibitors, primary screen, counter-screen for PME1 inhibitor project, biochemical, fluorescence polarization, FP-Rh probe ABPP; actives 0.16% (n = 320,000); recombinant LYPLA1; Acyl-protein thioesterase 1 (Homo sapiens), O75608; inhibition, % at 5.9 µM; AID 2174, 2009;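 active = inhibition above the mean of all tested compounds plus 3 SD, set per campaign, cut at about 14% in these data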;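 also: inhibitors block serine hydrolase probe labeling of LYPLA1 so polarization falls; 0% = enzyme with DMSO and 100% = wells lacking LYPLA1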
# PAD4 inh: human PAD4 inhibitors, primary screen, biochemical, fluorescence polarization, 1536-well format. Protein-arginine deiminase type-4 (Homo sapiens), Q9UM07. recombinant PAD4, RCA probe fluorescence polarization. inhibition, % at 6.36 µM. actives 0.41% (n = 330,000);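 active = percent inhibition above a cutoff equal to the mean of all tested compounds plus 3 SD, cut at about 15% in these data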;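 also: 0% = PAD4 with RCA probe and DMSO and 100% = probe without PAD4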
# Target sequence (Q9UM07 whole entry, looked up): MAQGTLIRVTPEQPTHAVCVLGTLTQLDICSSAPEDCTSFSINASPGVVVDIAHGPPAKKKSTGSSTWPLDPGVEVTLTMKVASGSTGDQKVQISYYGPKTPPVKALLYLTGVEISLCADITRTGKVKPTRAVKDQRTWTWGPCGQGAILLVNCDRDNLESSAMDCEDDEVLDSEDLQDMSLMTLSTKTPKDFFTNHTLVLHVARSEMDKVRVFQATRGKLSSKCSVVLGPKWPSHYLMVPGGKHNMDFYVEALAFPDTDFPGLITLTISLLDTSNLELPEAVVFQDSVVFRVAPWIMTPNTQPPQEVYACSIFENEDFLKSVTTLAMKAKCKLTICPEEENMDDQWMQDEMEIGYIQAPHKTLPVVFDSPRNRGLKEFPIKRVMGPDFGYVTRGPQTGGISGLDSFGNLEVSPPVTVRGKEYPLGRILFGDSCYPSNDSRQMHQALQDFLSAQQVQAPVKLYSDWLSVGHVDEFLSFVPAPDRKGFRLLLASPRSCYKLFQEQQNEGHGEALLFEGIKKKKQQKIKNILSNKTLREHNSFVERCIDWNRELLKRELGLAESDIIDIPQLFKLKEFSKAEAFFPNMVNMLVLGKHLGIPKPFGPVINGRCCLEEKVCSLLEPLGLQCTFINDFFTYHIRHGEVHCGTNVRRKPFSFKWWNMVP
# Fam108B counter: mouse Fam108B serine hydrolase inhibitors, primary screen, counter-screen for RBBP9 inhibitor project, biochemical, fluorescence polarization; recombinant Fam108B, FP-Rh probe fluorescence polarization; inhibition, % at 9.51 µM; actives 0.33% (n = 300,000);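 active = inhibition above the screen mean inhibition plus 3 SD, computed separately per campaign, cut at about 18% in these data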;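 also: inhibitors lower polarization as less probe binds the enzyme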
# PAFAH1B2 inh: PAFAH1B2 enzyme inhibitors, primary screen, biochemical, fluorescence polarization, human; AID 492953, 2010; inhibition, % at 3.39 µM; recombinant PAFAH1B2, FP-rhodamine activity probe; actives 1.2% (n = 340,000); Platelet-activating factor acetylhydrolase IB subunit alpha2 (Homo sapiens), P68402;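 active = inhibition above the mean of all tested compounds plus 3 SD, cut at about 24% in these data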;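 also: 0% = enzyme with DMSO and 100% = wells lacking PAFAH1B2; many of its hits are not listed in these tables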
# pPAFAH inh: pPAFAH enzyme inhibitors, primary screen, biochemical, fluorescence polarization, human | Platelet-activating factor acetylhydrolase (Homo sapiens), Q13093 | recombinant pPAFAH, FP-rhodamine probe fluorescence polarization | inhibition, % at 3.39 µM | actives 1.5% (n = 330,000) | AID 463082, 2010;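 active = inhibition above the mean inhibition across the screen plus 3 SD, cut at about 25% in these data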;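 also: inhibitors block binding of the rhodamine activity-based probe so polarization drops; 0% = enzyme with DMSO and 100% = wells lacking pPAFAH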
# GSTO1 inh: inhibitors of recombinant GSTO1, primary screen, counter-screen for RBBP9 inhibitor project, biochemical, fluorescence polarization. inhibition, % at 5.96 µM. actives 1.1% (n = 300,000). Glutathione S-transferase omega-1 (Homo sapiens), P78417. activity-based probe fluorescence polarization. AID 1974, 2009;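 active = inhibition above the campaign mean inhibition plus 3 SD, cut at about 35% in these data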;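 also: 0% = GSTO1-1 with DMSO and 100% = wells lacking GSTO1-1 enzyme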
# PME-1 primary: PME-1 inhibitors via competitive probe labeling, primary screen, biochemical, fluorescence polarization, FP-Rh probe, HTS; Protein phosphatase methylesterase 1 (Homo sapiens), Q9Y570; recombinant PME-1; inhibition, % at 5.9 µM; actives 0.53% (n = 320,000); AID 2130, 2009;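 active = inhibition above the campaign mean of all compounds plus 3 SD, cut at about 26% in these data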;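 also: competitive labeling of PME-1 active site by serine hydrolase directed probe; 0% = PME-1 with DMSO and 100% = wells lacking PME-1 enzyme; inhibitors block probe labeling so polarization falls and inhibition rises; many of its hits are not listed in these tables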
# Target sequence (Q9Y570 whole entry, looked up): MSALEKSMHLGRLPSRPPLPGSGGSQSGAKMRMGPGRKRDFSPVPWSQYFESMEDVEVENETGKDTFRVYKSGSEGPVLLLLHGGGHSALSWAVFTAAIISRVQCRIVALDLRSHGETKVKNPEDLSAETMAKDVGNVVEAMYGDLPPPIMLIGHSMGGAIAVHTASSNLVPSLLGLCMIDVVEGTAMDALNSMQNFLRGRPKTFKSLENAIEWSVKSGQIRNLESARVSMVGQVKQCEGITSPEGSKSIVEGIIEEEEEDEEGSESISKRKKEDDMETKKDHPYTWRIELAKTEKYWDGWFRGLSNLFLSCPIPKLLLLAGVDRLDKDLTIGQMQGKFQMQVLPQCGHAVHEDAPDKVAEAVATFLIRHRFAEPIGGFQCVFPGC
# PAFAH2 FP inh: PAFAH2 enzyme inhibitors, primary screen, biochemical, fluorescence polarization, human; Platelet-activating factor acetylhydrolase 2, cytoplasmic (Homo sapiens), Q99487; recombinant PAFAH2, FP-rhodamine activity probe; inhibition, % at 3.39 µM; actives 0.99% (n = 340,000);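 active = inhibition above the mean over all tested compounds plus 3 SD, cut at about 30% in these data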;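 also: inhibitors block probe labeling of enzyme so polarization drops; 0% = enzyme with DMSO and 100% = wells lacking PAFAH2 protein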
# PAFAH1B3 FP inh: PAFAH1B3 enzyme inhibitors, primary screen, biochemical, fluorescence polarization, human; Platelet-activating factor acetylhydrolase IB subunit alpha1 (Homo sapiens), Q15102; recombinant PAFAH1B3, FP-rhodamine probe; inhibition, % at 3.39 µM; actives 0.28% (n = 340,000);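 active = inhibition above the screen-wide average of all tested compounds plus 3 SD, cut at about 25% in these data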;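 also: 0% = enzyme with DMSO only and 100% = wells lacking PAFAH1B3 protein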
# Active calls of the source: *; . = not tested or not shown. Only part of the results is shown. The share of hits here may be higher or lower than overall.
(1) O=C(NCCc1ccccc1)C1CC(=O)N(C2CCCCC2)C1 (centres undefined)
(2) O=C(Nc1ccccc1C(F)(F)F)c1ncn[nH]1
(3) O=C(CSc1nccn(-c2ccc(Br)cc2)c1=O)NC1CCCC1
(4) COc1ccc(CNc2nc3ccccc3n2C(C)C)c(O)c1
(5) Cc1ccc2oc(=O)c(/C=C(\O)C(C)(C)C)nc2c1
(6) CN1CCN(C(=O)c2ccc(-c3ccc(Br)cc3)o2)CC1
(7) CN(C)C1N(C(=O)c2ccccc2)N=C2c3ccccc3S(=O)(=O)N21 (centres undefined)
(8) COc1ccccc1-c1cc(C(F)(F)F)nc(S(=O)(=O)CCCC(=O)O)n1
Screen / compound no.,1,2,3,4,5,6,7,8
LYPLA1 counter,3,-2,-2,0,2,.,0,-8
PAD4 inh,-2,8,3,1,-12,0,1,2
Fam108B counter,2,3,-5,-2,-2,.,0,-5
PAFAH1B2 inh,-3,4,6,2,12,1,1,-4
pPAFAH inh,5,0,1,7,4,7,5,-2
GSTO1 inh,0,-3,-4,0,19,.,3,-19
PME-1 primary,0,7,-2,1,4,.,-2,3
PAFAH2 FP inh,5,-7,2,-1,8,2,-1,-6
PAFAH1B3 FP inh,1,10,6,2,8,4,11,8

(9) C#CCn1c(=NC(=O)c2cccs2)sc2cccc(OC)c21
(10) COc1cc(/C(C)=N/NC(=O)CN2CCN(S(=O)(=O)c3ccc(C)cc3)CC2)ccc1O
(11) COC(=O)C1=CN(Cc2ccccc2)C=C(C(=O)OC)C1c1ccc(OC)c(OC)c1
(12) CC(=O)c1cccc(CN2CCCC(CCC(=O)NCc3ccccc3F)C2)c1 (centres undefined)
(13) CC(=O)c1cn(CC(=O)Nc2ccc(C)cc2C)c2ccccc12
(14) COc1ccc(-c2noc(C(C)n3nc(C)c([N+](=O)[O-])c3C)n2)cc1OC (centres undefined)
(15) OCCn1nc2c3ccccc3nc-2n(-c2ccccc2)c1=S
(16) Cc1ccc(N2C(=O)C(Cl)=C(N3CCOCC3)C2=O)cc1Cl
Screen / compound no.,9,10,11,12,13,14,15,16
LYPLA1 counter,-9,1,-1,0,-1,-4,1,0
PAD4 inh,1,1,-5,-3,0,-2,-2,-1
Fam108B counter,-19,-1,-6,0,-6,-3,0,5
PAFAH1B2 inh,3,11,1,4,2,0,-2,-4
pPAFAH inh,-3,8,8,6,-3,6,1,0
GSTO1 inh,-17,0,-4,3,6,0,-1,-5
PME-1 primary,-19,-1,-7,1,-4,-3,-6,1
PAFAH2 FP inh,0,2,8,1,1,-6,0,-3
PAFAH1B3 FP inh,-1,6,13,5,7,5,6,-6

(17) CC1CCCC(NC(=O)c2ccc3c(c2)NC(=O)CS3)C1C (centres undefined)
(18) O=C(OCC(=O)N1c2ccccc2Sc2ccccc21)c1cccnc1
(19) COc1ccccc1OCCC(=O)OCC(=O)NCc1ccc(F)cc1
(20) CC(C(=O)Oc1ccc2c(c1)OCO2)N1C(=O)c2ccccc2C1=O (centres undefined)
(21) S=c1[nH]nc(CNc2ccc(Cl)cc2)n1Cc1ccccc1
(22) Cc1cc(=O)oc2c(C(=O)/C=C\c3cccs3)c(O)ccc12
(23) COc1ccc(NC(=O)c2c(NC(=O)CCC(=O)O)sc3c2CCCCC3)cc1
(24) COc1ccc(CN(C(=S)Nc2ccccc2)C2CC(=O)N(c3ccccc3)C2=O)cc1 (centres undefined)
Screen / compound no.,17,18,19,20,21,22,23,24
LYPLA1 counter,1,-1,.,2,-1,6,2,0
PAD4 inh,0,-1,-1,5,-4,3,-22,-3
Fam108B counter,-3,-7,.,-1,0,1,3,-5
PAFAH1B2 inh,5,1,2,.,9,2,10,4
pPAFAH inh,6,6,13,5,2,5,12,-2
GSTO1 inh,-7,-2,.,4,2,1,7,1
PME-1 primary,-2,-7,.,5,-2,-1,3,-4
PAFAH2 FP inh,-4,-4,1,.,-1,22,11,2
PAFAH1B3 FP inh,0,-2,6,.,12,-7,4,1

(25) COCCOC(=O)c1c(C)oc2ccc(OC(=O)COc3c(F)c(F)c(F)c(F)c3F)cc12
(26) CCOC(=O)c1cccc(NC(=O)CCc2nnc3ccc(N4CCOCC4)nn23)c1
(27) CC(=O)Nc1ccc(S(=O)(=O)N2CCSC2c2ccc(C)cc2)cc1 (centres undefined)
(28) COc1ccccc1NC(=O)c1ccc(C(=O)Nc2ccccc2OC)nc1
(29) CC1=C(C#N)C(c2ccc(O)cc2)C(C#N)=C(C)N1
(30) O=C(CSc1nc2ccccc2o1)N1N=C(c2cccs2)CC1c1ccc(F)cc1 (centres undefined)
(31) Cc1ccc(/C=N/NC(=O)CN2CCN(Cc3ccccc3)CC2)s1
(32) O=C(NCc1ccc(Cl)cc1)N1CCc2ccccc2C1
Screen / compound no.,25,26,27,28,29,30,31,32
LYPLA1 counter,7,-1,-2,2,-2,-4,0,1
PAD4 inh,-3,1,-3,2,0,-1,-3,-1
Fam108B counter,-1,-1,-1,7,-4,-4,0,-5
PAFAH1B2 inh,0,-2,10,-12,-1,13,10,11
pPAFAH inh,-5,0,2,1,0,-1,0,0
GSTO1 inh,6,5,4,-2,-7,4,-7,21
PME-1 primary,-3,0,7,0,-1,2,2,1
PAFAH2 FP inh,-2,1,-4,1,2,0,-7,-1
PAFAH1B3 FP inh,12,9,7,2,9,-9,6,0

(33) NC(=O)c1ccc[n+](CCC[n+]2cccc(C(N)=O)c2)c1
(34) COCC(C)N1CCC(Oc2ccc(C(=O)NCc3ccccn3)cc2)CC1 (centres undefined)
(35) COC(=O)/C=C/C(=O)Nc1cccnc1
(36) O=C(CN1CCN(CC(=O)Nc2cccc(F)c2)CC1)NCC1(N2CCOCC2)CCCCC1
(37) CC(=O)N1CCN(Cc2nc3cc([N+](=O)[O-])ccc3n2C)CC1
(38) CN(CC(=O)Nc1ccccc1Cl)C(=O)COC(=O)C1=COCCO1
(39) CC(C)N(C(C)C)S(=O)(=O)c1ccc(NN)nc1
(40) C/C(=N\NC(N)=S)C1(C)CCCCC1
Screen / compound no.,33,34,35,36,37,38,39,40
LYPLA1 counter,-3,0,0,0,-1,2,-3,-6
PAD4 inh,-3,-4,-1,3,0,-5,-3,-3
Fam108B counter,-3,5,-1,.,7,-2,1,1
PAFAH1B2 inh,-4,11,5,2,5,-2,0,1
pPAFAH inh,4,3,1,3,2,-4,1,-3
GSTO1 inh,-4,2,8,.,4,-3,-3,0
PME-1 primary,-5,-7,7,-3,1,-3,-5,-1
PAFAH2 FP inh,0,-2,4,-3,-4,2,2,2
PAFAH1B3 FP inh,2,1,-3,-1,5,10,0,-3

(41) COc1ccc(C(=O)Nc2cc(=O)n(C)c(=O)n2C)cc1OC
(42) Nc1sc2c(c1C(=O)NC1CCS(=O)(=O)C1)CCC2 (centres undefined)
(43) Cc1nn(C(C)C(=O)NCCc2ccco2)c(=O)c2nn(-c3ccccc3)c(C)c12 (centres undefined)
(44) Cc1ccnc(NC(=O)c2ccc3[nH]c(=O)c(=O)[nH]c3c2)c1
(45) OCc1nc(CO)n(Cc2ccccc2)n1
(46) COc1ccc(S(=O)(=O)N(C)C)cc1NC(=O)COC(=O)C1CC1
(47) CCN(CC)S(=O)(=O)c1ccc(C(=O)NCc2n[nH]c(=S)n2Cc2ccccc2)cc1
(48) COc1ccc(OC)c(-n2nnnc2SCC(=O)Nc2ccccc2N2CCOCC2)c1
Screen / compound no.,41,42,43,44,45,46,47,48
LYPLA1 counter,2,-4,2,4,1,.,3,0
PAD4 inh,-1,-1,-7,-4,1,1,0,-4
Fam108B counter,-2,-1,-7,3,6,.,-1,1
PAFAH1B2 inh,5,4,4,5,-1,2,4,0
pPAFAH inh,3,10,3,1,-4,5,2,4
GSTO1 inh,4,-8,-1,-1,-2,.,3,8
PME-1 primary,2,-1,4,0,1,.,0,6
PAFAH2 FP inh,-1,8,4,10,-4,9,-9,-4
PAFAH1B3 FP inh,5,12,3,3,3,2,1,-3

(49) COc1ccc(C(=O)c2sc(Nc3ccc(NC(C)=O)cc3)nc2C)cc1
(50) CCOC(=O)c1sc(NC(=O)c2c(C)nn(Cc3ccccc3)c2C)cc1C
(51) CC(C)N(CCCNC(=O)C1CCN(C(=O)c2cc3sccc3n2C)CC1)Cc1ccccc1
(52) COc1ccc(-c2ccc(C)cc2)cc1[C@H]1[C@H]2C=CC[C@@H](C)[C@@H]2C(=O)N1Cc1ccccc1
(53) O=C(NC1=NN(c2ccccc2)CC1)Nc1ccccc1F
(54) N#CC1CCN(c2ncccc2[N+](=O)[O-])CC1
(55) CCOC(=O)CSc1nc2c(c(=O)[nH]c(=O)n2C)n1Cc1ccccc1
(56) Cn1nnnc1SCc1ccccc1F
Screen / compound no.,49,50,51,52,53,54,55,56
LYPLA1 counter,0,-7,1,-2,-2,-1,3,-1
PAD4 inh,-2,1,-6,1,-1,-3,-4,7
Fam108B counter,1,-1,1,0,3,2,-1,0
PAFAH1B2 inh,5,2,-3,-5,3,.,2,-3
pPAFAH inh,15,3,2,0,-3,-3,2,3
GSTO1 inh,-5,-9,-8,2,8,-1,1,-2
PME-1 primary,11,-8,8,-4,-1,-4,-1,-2
PAFAH2 FP inh,6,-6,-8,-1,-4,.,4,1
PAFAH1B3 FP inh,-26,6,0,6,4,.,2,12

# Three entries from above, sorted by the number in PAD4 inh, descending:
item | structure | PAD4 inh
50 | CCOC(=O)c1sc(NC(=O)c2c(C)nn(Cc3ccccc3)c2C)cc1C | 1
49 | COc1ccc(C(=O)c2sc(Nc3ccc(NC(C)=O)cc3)nc2C)cc1 | -2
55 | CCOC(=O)CSc1nc2c(c(=O)[nH]c(=O)n2C)n1Cc1ccccc1 | -4

# The listing continues:
(57) N=C1C(c2ccccc2)=C(O)CN1c1cccc(S(=O)(=O)N2CCOCC2)c1
(58) COc1ccc(C)cc1S(=O)(=O)N1CCC(C(=O)NCCc2ccccc2)CC1
(59) COc1ccccc1CCCNC(=O)C1CCC(=O)N(CCN2CCOCC2)C1 (centres undefined)
(60) CN(C)c1nc(OCCOC(=O)c2ccccc2)nc(N(C)C)n1
Screen / compound no.,57,58,59,60
LYPLA1 counter,1,-2,-3,-1
PAD4 inh,2,2,-4,0
Fam108B counter,1,5,3,3
PAFAH1B2 inh,-1,2,0,6
pPAFAH inh,44*,0,6,5
GSTO1 inh,-2,0,63*,0
PME-1 primary,-7,9,-1,4
PAFAH2 FP inh,-2,3,-3,10
PAFAH1B3 FP inh,7,3,5,4

# pPAFAH inh, entries above that show a hit.
entry	compound	PAD4 inh	PAFAH1B2 inh	pPAFAH inh	PME-1 primary	PAFAH2 FP inh	PAFAH1B3 FP inh
57	N=C1C(c2ccccc2)=C(O)CN1c1cccc(S(=O)(=O)N2CCOCC2)c1	2	-1	44*	-7	-2	7
